Assay outcomes from PubChem.
SUMO1-SIM PPI: modulators of human SUMO1-mediated protein-protein interactions; P63165; SUMO1 binding to a labelled peptide, TR-FRET, 1 h; inhibition, % at 20 µM; 0.33% of 360,000 active; in the data active means inhibition above about 37%
bovine MsrA act: bovine methionine sulfoxide reductase A activation; 0.3% of 360,000 active; purified bovine MsrA, absorbance read-out; AID 602163; activation, % at 10.6 µM; in the data active means activation above about 7.5%;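 further: 0% = vehicle and 100% = reference activator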
LMPTP block: blocks human LMPTP phosphatase. P24666. recombinant LMPTP-A, OMFP fluorogenic substrate, fluorescence intensity. inhibition, % at 20 µM. 0.22% of 360,000 active. AID 651560;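 active means compounds that cut the enzyme signal by at least half of the control window in the single-dose screen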;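 further: plate controls were DMSO wells with enzyme plus substrate for no effect and substrate without enzyme for full effect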
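Assay system: LMPTP-A phosphatase enzyme | Input: 0.625 nM enzyme | Also added: Fluorogenic phosphatase substrate OMFP at 400 µM final | Compound dosing: One test concentration per compound, 20 µM, with 3% DMSO overall | Schedule: 50 min enzyme reaction at room temperature, protected from light | Signal: Fluorescence intensity | Benchmarks: no-enzyme and uninhibited controls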
eLon inh: inhibits E. coli Lon protease; P0A9M0; purified E. coli Lon protease, fluorescence polarization; 0.42% of 360,000 active; inhibition, % at 7.94 µM; in the data active means inhibition above about 13%, passing the limit was not always enough;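 further: 0% = enzyme with probe and DMSO and 100% = no enzyme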
NRP1-CendR mod: modulators of CendR peptide binding to human neuropilin-1; FAM-RPARPAR peptide binding to NRP-1, fluorescence polarization; inhibition, % at 25 µM; 0.85% of 360,000 active; O14786; AID 602438;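 active means inhibition or corrected inhibition above about 18%, plus a signal ratio from 0.5 to 1.5, limit read from the data, passing the limit was not always enough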; further: strong numbers were not always called active
STEP inh: STEP (human) phosphatase inhibition; recombinant STEP, OMFP fluorogenic substrate, fluorescence; inhibition, % at 20 µM; 0.25% of 360,000 active;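 active means inhibition at 20 µM, scaled per plate between control wells, above about 37%, limit read from the data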;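 further: 0% = DMSO with enzyme and substrate and 100% = substrate only without enzyme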
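System: STEP phosphatase, cell-free reaction; Buffer or medium: Bis-Tris pH 6.0 buffer with DTT, detergent; Incubation: 20 min at room temperature, dark; Measured by: fluorescence, 480/540 nm.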
Scp1 inh: blocks human Scp-1 phosphatase activity; 0.88% of 340,000 active; inhibition, % at 20 µM; Q9GZU7; Recombinant Scp1, phosphopeptide, malachite green phosphate absorbance;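 active means inhibition above about 50% at 20 µM, limit read from the data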;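 further: plate controls were DMSO wells with enzyme for no effect and wells lacking enzyme for full effect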
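System: SCP-1 catalytic domain; Reagent: Phospho 17-mer peptide substrate; Doses: one concentration, 20 µM, with 1.0% DMSO; Incubation: 45 min room-temperature reaction, 5 min colour, 30 min stabiliser; Signal: Phosphate-binding colour reagent, absorbance read at 630 nm.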
MsrA inh: bovine MsrA inhibition; inhibition, % at 15.5 µM; purified bovine MsrA, absorbance read-out; 0.75% of 360,000 active; AID 651718; in the data active means inhibition above about 4.5%;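 further: 0% = vehicle wells with enzyme and 100% = reference inhibitor wells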
DNMT1 block: inhibitors of human DNMT1; DNMT1 molecular beacon, Hinp1I cleavage, fluorescence; inhibition (reported as % activation of signal), % at 10 µM; 0.83% of 360,000 active; AID 588458; in the data active means inhibition above about 50%
Target sequence (P26358 504-1616 limits assumed): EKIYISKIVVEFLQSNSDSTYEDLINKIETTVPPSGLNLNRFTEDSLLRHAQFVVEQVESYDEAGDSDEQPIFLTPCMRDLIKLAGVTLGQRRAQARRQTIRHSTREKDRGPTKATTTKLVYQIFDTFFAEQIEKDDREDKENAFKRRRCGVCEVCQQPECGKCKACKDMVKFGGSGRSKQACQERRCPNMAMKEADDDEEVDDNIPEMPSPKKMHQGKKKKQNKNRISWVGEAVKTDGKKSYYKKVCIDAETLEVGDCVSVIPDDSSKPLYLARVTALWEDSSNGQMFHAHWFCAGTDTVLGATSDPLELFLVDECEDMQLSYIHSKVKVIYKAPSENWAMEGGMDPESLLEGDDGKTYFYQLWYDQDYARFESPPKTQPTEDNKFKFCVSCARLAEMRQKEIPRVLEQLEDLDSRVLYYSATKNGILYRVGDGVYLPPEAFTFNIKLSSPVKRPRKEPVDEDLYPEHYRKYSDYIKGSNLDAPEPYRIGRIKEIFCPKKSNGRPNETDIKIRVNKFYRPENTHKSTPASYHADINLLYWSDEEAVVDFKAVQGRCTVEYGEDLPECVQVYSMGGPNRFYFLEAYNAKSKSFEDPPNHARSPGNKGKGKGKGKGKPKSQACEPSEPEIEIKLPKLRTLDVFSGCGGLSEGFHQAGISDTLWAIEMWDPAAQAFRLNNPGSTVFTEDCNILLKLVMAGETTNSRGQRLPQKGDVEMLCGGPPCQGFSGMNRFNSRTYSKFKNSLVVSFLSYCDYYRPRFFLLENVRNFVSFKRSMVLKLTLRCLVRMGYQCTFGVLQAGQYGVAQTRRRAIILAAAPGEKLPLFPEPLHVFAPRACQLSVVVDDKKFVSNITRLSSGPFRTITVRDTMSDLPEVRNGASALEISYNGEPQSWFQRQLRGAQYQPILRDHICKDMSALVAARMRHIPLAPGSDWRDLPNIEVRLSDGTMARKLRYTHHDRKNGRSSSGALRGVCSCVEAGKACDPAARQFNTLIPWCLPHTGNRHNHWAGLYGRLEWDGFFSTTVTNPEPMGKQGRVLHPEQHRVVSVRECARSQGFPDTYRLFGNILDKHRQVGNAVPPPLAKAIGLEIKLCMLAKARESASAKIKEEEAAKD
TbMetRS inhib: Trypanosoma brucei MetRS inhibition; purified T. brucei MetRS, ATP depletion, Kinase-Glo luminescence; 0.4% of 360,000 active; inhibition, % at 11.9 µM;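 active means inhibition above a per-plate cutoff of the control wells' mean inhibition plus 3 SD, cut at about 5.5% in these data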;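 further: 0% = DMSO wells median and 100% = median of wells with control inhibitor compound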
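Test system – parasite MetRS enzyme · Reagent – substrates ATP, L-methionine and bulk Escherichia coli tRNA · Doses – 11.9 µM compound single dose, 0.9% DMSO · Times – 15 min enzyme-compound preincubation, 2 h reaction, 10 min detection, 25 °C · Signal – Kinase-Glo luminescence, ATP depletion format · Controls – DMSO-only wells as low control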
Numbers without * were called inactive; / = not tested or not shown.

SUMO1-SIM PPI,bovine MsrA act,LMPTP block,eLon inh,NRP1-CendR mod,STEP inh,Scp1 inh,MsrA inh,DNMT1 block,TbMetRS inhib,SMILES
1,5,0.9,0,-8,2,4,1.0,-7,0.4,CC[C@]12c3[nH]c4ccccc4c3CCN1C(=O)C(CC(=O)NC/C=C(\C)CCC=C(C)C)C[C@@H]2C(=O)N1CCN(C(=O)C2CC2)CC1 (stereo partly specified)
-2,-4,0.7,-13,-1,-1,-12,0.6,-1,-0.9,Cc1cc(C)cc(NC(=O)c2cccc(NC3=NC4CS(=O)(=O)CC4S3)c2)c1 (stereo unspecified)
-7,-3,1.2,-9,-10,0,1,2.0,19,-0.7,CCOC(=O)c1sc(NC(=O)CN2C(=O)c3cccc4cccc(c34)C2=O)nc1C
0,2,0.5,2,12,-1,-6,-0.3,3,0.1,Cn1cc(Cl)c(-c2n[nH]c(=S)n2C2CCCCC2)n1
-11,-1,-1.1,-11,-27,-2,3,0.6,-7,0.7,O=C1CNCc2[nH]c3ccccc3c2N1c1ccccc1
6,3,-2.9,-3,-12,2,/,-1.5,-9,0.4,CC(=O)c1ccc(OCc2c(-c3ccccc3)nnn2CC(=O)NS(=O)(=O)c2ccccc2C)cc1
3,-1,-0.7,1,-7,2,-4,0.3,-1,0.1,Cc1ccc(CS(=O)(=O)c2ncn[nH]2)cc1
1,-1,-1.1,-4,23,-2,-5,-1.1,-1,-0.5,O=C(CCNS(=O)(=O)c1cccc(C(F)(F)F)c1)NC1CC1
7,0,0.3,-5,8,0,-13,1.1,3,0.2,Cc1ccc(C(=O)OCC(=O)NC(=O)NCc2ccccc2)cc1C
7,8,-0.1,3,-2,1,-1,1.2,0,-0.8,COc1ccc(C(C(=O)NC2CCCCC2)N(C(=O)c2sc(C)nc2C)c2ccccc2C)cc1 (stereo unspecified)
-12,-15,1.0,16,4,-5,6,1.9,17,-0.4,CCCNC(=O)COC(=O)c1ccc(N2CCCC2)c([N+](=O)[O-])c1
-6,-1,-0.8,2,9,-2,-11,1.0,-1,-0.1,Cc1ccc(S(=O)(=O)N(CC(=O)N(C(C)C)C(C)C)C(=O)N2CCN(C)CC2)cc1
5,-3,0.3,1,-10,2,-22,-0.4,2,-0.3,Cc1ccc(NC(=O)NCCN2CCN(c3ccccc3)CC2)cc1Cl
-17,-5,-0.3,-3,-8,-1,-5,2.2,-1,-0.4,CCN1C(=O)/C(=C\c2cccs2)C(C(=O)OC)=C1C
8,-1,1.3,-2,-7,2,-13,/,1,-0.6,CCCC(=O)n1nc(-c2ccco2)nc1SCc1ccccc1

Some of the entries above in a different format.
mol,SUMO1-SIM PPI,bovine MsrA act,LMPTP block,eLon inh,NRP1-CendR mod,STEP inh,Scp1 inh,MsrA inh,DNMT1 block,TbMetRS inhib
CCCNC(=O)COC(=O)c1ccc(N2CCCC2)c([N+](=O)[O-])c1,-12,-15,1.0,16,4,-5,6,1.9,17,-0.4
CCN1C(=O)/C(=C\c2cccs2)C(C(=O)OC)=C1C,-17,-5,-0.3,-3,-8,-1,-5,2.2,-1,-0.4
Cc1cc(C)cc(NC(=O)c2cccc(NC3=NC4CS(=O)(=O)CC4S3)c2)c1 (stereo unspecified),-2,-4,0.7,-13,-1,-1,-12,0.6,-1,-0.9
Cc1ccc(C(=O)OCC(=O)NC(=O)NCc2ccccc2)cc1C,7,0,0.3,-5,8,0,-13,1.1,3,0.2
CC(=O)c1ccc(OCc2c(-c3ccccc3)nnn2CC(=O)NS(=O)(=O)c2ccccc2C)cc1,6,3,-2.9,-3,-12,2,/,-1.5,-9,0.4
Cc1ccc(CS(=O)(=O)c2ncn[nH]2)cc1,3,-1,-0.7,1,-7,2,-4,0.3,-1,0.1

Other records follow.
SUMO1-SIM PPI,bovine MsrA act,LMPTP block,eLon inh,NRP1-CendR mod,STEP inh,Scp1 inh,MsrA inh,DNMT1 block,TbMetRS inhib,SMILES
4,-3,-0.1,4,-13,-2,-6,-0.1,1,-0.9,COc1ccccc1NC(=O)NCC(=O)Nc1c(C)cccc1C
3,-6,5.4,0,3,-1,3,1.4,1,-1.1,Cc1ccccc1OCCn1c(C)nc2ccccc21
0,-7,-3.5,-10,-7,2,-3,-0.1,1,-0.4,COC(=O)c1ccc(N=Cc2c(C(F)(F)F)[nH][nH]c2=O)cc1
-27,-2,-0.2,-1,14,1,-5,0.6,-1,-0.3,Cc1noc(C)c1S(=O)(=O)N1CCN(c2ccc([N+](=O)[O-])cc2)CC1
3,-5,-0.9,-9,0,4,-8,0.9,2,0.1,COC(=O)C(=Nc1ccccc1)/C(C(=O)C(=O)N(C)c1ccccc1)=C(\O)c1ccccc1
2,0,-0.3,3,-5,10,-5,-0.1,1,-0.1,CCc1ccc(-n2c(=O)c3c(C)c(C(=O)N(C)C)sc3n(CC(=O)NCC3CCCO3)c2=O)cc1 (stereo unspecified)
-9,1,-1.6,-4,23*,-1,-3,-0.1,4,0.0,CN(C)c1ccc(C(=O)OCc2cc(=O)n3ccsc3n2)cc1
0,-3,0.8,-1,2,1,-4,-0.1,-1,0.2,CCOC(=O)c1ccc(NC(=O)c2ccc3c(c2)OCO3)cc1
-4,-7,-0.3,2,3,2,-4,0.2,1,-0.6,COc1ccc(OCC(O)CNC(=O)c2ccc(OC)cc2)cc1 (stereo unspecified)
8,0,2.2,0,-37,2,4,0.7,-3,-0.1,CC(C)=CCC/C(C)=C/CNC(=O)C[C@H]1C[C@H](C(=O)N2CCOCC2)[C@@]2(CCC3CCCC3)c3[nH]c4cc(-c5ccco5)ccc4c3CCN2C1=O
-17,-1,2.0,5,12,3,5,1.1,8,-0.5,CCc1ccc2c(c1)C(c1ccc([N+](=O)[O-])cc1)=NNC(c1ccc(F)cc1)=N2
-16,-1,0.7,6,26*,-2,1,2.0,1,0.2,CCn1c(N)c(C(=O)NCc2cccnc2)sc1=S
-2,-3,-0.1,-12,0,0,2,0.4,0,-0.4,CCCCn1c(N)c(N(CC(C)C)C(=O)CCCc2nc3ccccc3s2)c(=O)[nH]c1=O
5,2,2.5,-5,-9,-1,-4,0.3,8,0.8,Cc1ccc2[nH]nc(C(=O)N3CCCC(C(=O)c4ccc(Cl)cc4)C3)c2c1 (stereo unspecified)
1,-3,1.6,1,4,3,-4,-0.4,-3,-0.6,COc1cccc(-c2ccc(SCC(=O)N3CCN(c4ccccc4)CC3)nn2)c1

Entries listed so far that contain a Cl atom (three):
SUMO1-SIM PPI,bovine MsrA act,LMPTP block,eLon inh,NRP1-CendR mod,STEP inh,Scp1 inh,MsrA inh,DNMT1 block,TbMetRS inhib,SMILES
0,2,0.5,2,12,-1,-6,-0.3,3,0.1,Cn1cc(Cl)c(-c2n[nH]c(=S)n2C2CCCCC2)n1
5,-3,0.3,1,-10,2,-22,-0.4,2,-0.3,Cc1ccc(NC(=O)NCCN2CCN(c3ccccc3)CC2)cc1Cl
5,2,2.5,-5,-9,-1,-4,0.3,8,0.8,Cc1ccc2[nH]nc(C(=O)N3CCCC(C(=O)c4ccc(Cl)cc4)C3)c2c1 (stereo unspecified)

(continued)
SUMO1-SIM PPI,bovine MsrA act,LMPTP block,eLon inh,NRP1-CendR mod,STEP inh,Scp1 inh,MsrA inh,DNMT1 block,TbMetRS inhib,SMILES
-17,-1,-1.0,-1,4,-2,-6,-0.7,-3,-0.1,Cc1cc(C(=O)C(=O)NC(C)C)c(C)n1-c1ccc([N+](=O)[O-])cc1
-4,-4,2.4,-5,-9,-2,-6,-1.1,-1,0.7,COc1cc(NC(=O)c2cccc3c2C(=O)N(Cc2cccnc2)C3)cc(OC)c1OC
1,-9,1.0,-1,-3,0,-9,-0.8,4,-0.4,CCOC(=O)[C@@H]1[C@H]2COc3ccccc3[C@H]2N2C(=O)N(c3ccc(F)cc3)C(=O)[C@]12C
3,-3,-0.1,1,5,3,-5,0.9,7,-0.7,CCC(NC(=O)CCCc1ccccc1)c1ccccc1 (stereo unspecified)
-9,-2,3.3,2,-53,2,-10,2.2,8,0.1,S=c1[nH]nc(-c2ccco2)n1/N=C/C(Cl)=C/c1ccccc1
4,-2,-2.0,-8,2,0,-6,-0.2,3,-0.5,CS(=O)(=O)N1CCN(c2ccc(NC(=O)c3cc4ccccc4o3)cc2)CC1
2,-7,-0.5,-3,-2,0,-8,2.6,0,-1.3,COc1ccc(C(O)c2nccn2Cc2ccccc2)cc1 (stereo unspecified)
-3,-13,0.1,5,-4,4,0,-0.3,0,-1.3,Cc1ccc(/C(N)=N/OC(=O)c2cccs2)cc1
4,-4,-0.9,-8,-3,0,-6,-0.9,3,-0.5,CC1CCC2(CC1)NC(=O)N(CC(=O)N1CCN(S(=O)(=O)c3ccc4c(c3)CCC4)CC1)C2=O (stereo unspecified)
1,5,-0.5,-6,8,1,-4,0.5,5,-0.4,C=CCNC(=S)Nc1ccc(Br)cc1F
-3,-6,0.4,-8,-1,-1,-3,-0.8,4,-0.8,c1ccc2c(c1)OCCOCCOc1ccccc1OCCOCCO2
0,-2,-2.6,-9,3,0,-1,-0.2,-4,0.8,CSCCC(NS(=O)(=O)/C=C/c1ccccc1)C(=O)O (stereo unspecified)
-12,6,0.7,-11,-4,-1,-4,0.7,5,0.2,Cc1ccc(S(=O)(=O)NCC(=O)Nc2cccc([N+](=O)[O-])c2)cc1
2,-1,1.3,2,-3,1,-8,0.0,-13,-0.3,CN1CCC/C1=C1/C(=O)N(c2ccccc2)N=C1NC(=O)Nc1cccc(Cl)c1
2,0,0.1,-8,-2,-4,-11,1.2,-5,-0.1,O=C(CSCc1cccc(Cl)c1)NCc1ccc2c(c1)OCO2
6,3,1.8,1,9,-1,-13,1.4,-2,-0.3,Cc1ccc(NC(=O)COC(=O)c2ccc(Cl)cc2)cc1S(=O)(=O)N(C)C
-3,/,0.3,/,2,/,/,1.2,/,-0.9,N#Cc1ccc(C(C(=O)NCc2ccccc2)n2c(=O)c(-c3cc4ccccc4[nH]3)nc3ccccc32)cc1 (stereo unspecified)

This is a random part of the collection (roughly 4.3% active in at least one column).
